# TLR9-MyD88 inh = TLR9-MyD88 interaction inhibition; inhibition, % at 4.98 µM; CHO BLA complementation TLR9-MyD88, CCF4 FRET ratio; 340,000 compounds, 0.21% hits; AID 504734; Q9NR96+Q99836;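 active means inhibition above the mean over all tested compounds plus 3 SD, cut at about 21% in these data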;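 further: 0% = DMSO only wells and 100% = clavulanate BLA inhibitor control wells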
# NOD2 RIPK2 PPI = blocks binding of human NOD2 to RIPK2; 360,000 compounds, 0.38% hits; AID 624267; inhibition, % at 4.98 µM; CHO BLA complementation NOD2-RIPK2, CCF4 ratio; in the data active means inhibition above about 21%;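 further: 0% = vehicle only and 100% = reference blocker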
# Glyco luc inh = blocks N-linked glycosylation in D54 reporter cells. AID 588692. reporter increase, % at 12.5 µM. 360,000 compounds, 0.23% hits. D54 ERlucT glycosylation luciferase reporter, 24 h; percent of 100 nM tunicamycin response;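 active means mean luciferase reporter signal, scaled so untreated is 0 and the glycosylation-blocking control 100, at or above a set limit in every replicate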;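 further: luciferase carries N-glycosylation sites so blocking glycosylation raises the light; 0% = median of neutral control wells and 100% = median of 100 nM tunicamycin wells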
# ABHD5-PLIN5 inh = ABHD5-PLIN5 protein interaction inhibition; inhibition, % at 4 µM; Q00G26+Q8WTS1; 360,000 compounds, 0.78% hits; Split G. princeps luciferase complementation, luminescence, 4 h;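 active means inhibition above the mean inhibition across every tested compound plus 3 SD, cut at about 22% in these data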;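 further: 0% = DMSO only wells and the 100% control is not disclosed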
# Vif inh = HIV Vif inhibition; inhibition, % at 7.49 µM; AID 602346; HEK293T cells, Vif self-association by quenched fluorescence, imaging, 24 h; 340,000 compounds, 0.35% hits; in the data active means inhibition above about 50%, passing the limit was not always enough; further: some results filed as inactive read as strong as hits
# Exocytosis inh = blocks lytic granule exocytosis; TALL-104 LAMP-1 surface exposure, flow cytometry; cells stimulated with thapsigargin and PMA; 360,000 compounds, 0.66% hits; inhibition, % at 10 µM; AID 651702;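 active means inhibition above about 55%, limit read from the data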
# aDG glyco act = increases alpha dystroglycan glycosylation; activation, % at 10 µM; 360,000 compounds, 0.22% hits; Pro5-aDG cells, alpha-DG glycosylation AlphaScreen (IIH6); 0% Pro5, 100% B10-LARGE cell signal;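 active means activation of at least 8% versus controls, or a plate z-score of at least 8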;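 further: Pro5 are CHO cells carrying HIG-tagged alpha-DG that lacks glycosylation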
# MC4R antag cAMP = antagonists of human melanocortin 4 receptor (MC4R); P32245; AID 540295; 360,000 compounds, 0.48% hits; inhibition, % at 6.5 µM; MC4R-expressing cells, MTII-stimulated cAMP, LANCE TR-FRET;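 active means inhibition above its plate's cutoff, the mean of tested wells on that plate plus 3 SD, cut at about 29% in these data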;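 further: 0% = Melanotan II alone and 100% = Melanotan II plus saturating MCL0020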
#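 system = U2OS cells with stable human MC4R expression | also added = Melanotan II challenge after compound preincubation | dosing = one concentration, 6.5 µM nominal | incubation = compound 30 min, challenge 1 h, detection 1 h | measured by = TR-FRET with Eu-cAMP and labeled anti-cAMP, 671 nm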
# ABCB6 inh 2 = blocks the human ABCB6 transporter | K562-ABCB6 porphyrin accumulation, flow cytometry, 1 h; hits give low values | fluorescence ratio to DMSO, % at 10 µM | 360,000 compounds, 0.19% hits | AID 602162;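 active means fluorescence ratio to DMSO below 75%, the collection mean minus 3 SD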;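 further: signal is porphyrin accumulated inside mitochondria; 100% equals median channel fluorescence of DMSO control wells; lower ratio means ABCB6 inhibition with less porphyrin fluorescence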
# MC4R barr agon = human MC4R agonism via beta-arrestin; activation, % at 8.9 µM; U2OS MC4R beta-arrestin complementation, luminescence; percent of melanotan II response, DMSO zero; AID 540308; 360,000 compounds, 0.98% hits;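 active means activation above a per-plate cutoff, the mean activation of sample wells on that plate plus 3 SD, cut at about 8% in these data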
# The depositor's hits bear a star; i = inactive; / = no result given. The list is partial, so the mix of outcomes need not match the whole.
TLR9-MyD88 inh	NOD2 RIPK2 PPI	Glyco luc inh	ABHD5-PLIN5 inh	Vif inh	Exocytosis inh	aDG glyco act	MC4R antag cAMP	Compound	ABCB6 inh 2	MC4R barr agon
-6.4	-8.5	1.5	2.1	1.6	1.0	0.0	-5.3	CCCCC1CCC(c2ccc(C(N)=O)cc2)CC1 (stereo unspecified)	97.0	0.2
9.4	-9.0	0.0	-11.0	-0.3	13.5	0.3	5.5	O=S(=O)(NCCN1CCOCC1)c1cccc(C(F)(F)F)c1	101.0	1.3
-1.0	-4.1	1.5	0.9	5.4	-0.6	-0.1	7.1	O=C(Nc1c(O)c2ccccc2[nH]c1=O)c1ccco1	102.0	0.1
2.2	-12.2	-3.3	-3.8	16.0	20.4	0.0	6.0	COCCNC(=O)CSc1ccccc1C(=O)NC1CCSc2ccccc21 (stereo unspecified)	89.0	-2.4
-11.3	-5.6	-0.2	-6.2	-24.3	-5.3	0.1	16.5	CC(C)=CCC/C(C)=C/COc1c2occc2cc2ccc(=O)oc12	100.0	0.9
-2.3	4.1	1.1	11.2	-2.3	5.3	0.3	0.7	CNC(=O)c1ccc(-n2cccn2)nc1	101.0	5.4
-5.7	-7.0	3.2	6.8	2.3	-9.4	-0.3	12.2	Cc1cccc(NS(=O)(=O)c2c(C(=O)N3CCOCC3)c(C)n(C)c2C)c1C	104.0	-1.2
-3.3	1.8	2.8	3.0	18.1	0.3	0.2	4.3	COc1ccc(-c2[nH]ncc2CNCc2cc(C)n(C)n2)c(F)c1	93.0	-2.3
1.4	1.1	4.0	-1.4	-11.2	5.7	1.1	4.1	Cc1ccc(Nc2nc(N)nc(CN3CCN(c4ccccc4)CC3)n2)cc1Cl	88.0	3.4
-3.8	-3.5	7.3	-18.2	/	5.7	0.1	14.8	COc1ccc(C(=O)N2CCN(S(=O)(=O)c3ccc4c(c3)OCCO4)CC2)cc1OC	96.0	1.2
-5.8	-9.3	1.5	2.0	0.2	2.7	-0.1	11.7	CCn1ccnc1CN(C)Cc1nc(-c2cccc(Cl)c2)no1	95.0	-0.9
0.0	-0.8	2.6	7.9	-1.6	0.2	0.8	3.5	CC(=O)Nc1ccc(SCC(=O)N(C)C2CCS(=O)(=O)C2)cc1 (stereo unspecified)	95.0	1.9
-11.5	-1.3	0.4	-4.5	10.1	-8.8	0.2	1.4	COc1ccc(CN(CC(=O)NCc2ccc(F)cc2)C(=O)c2ccco2)cc1	94.0	-0.6
-8.6	1.2	-3.7	-3.2	7.1	-4.3	0.0	0.7	CN(C)C(CNC(=O)c1ccc(OCc2cn3ccccc3n2)cc1)c1ccco1 (stereo unspecified)	101.0	-2.2
6.9	-6.6	-3.1	-3.6	2.8	-0.6	-0.4	1.5	COc1ccc(/C=C/c2ccccc2)cc1[C@H]1[C@@H]2C=CCC[C@@]2(C)C(=O)N1Cc1ccccc1	98.0	-1.5

TLR9-MyD88 inh	NOD2 RIPK2 PPI	Glyco luc inh	ABHD5-PLIN5 inh	Vif inh	Exocytosis inh	aDG glyco act	MC4R antag cAMP	Compound	ABCB6 inh 2	MC4R barr agon
-2.9	-7.6	-0.1	7.0	-4.0	7.2	-0.3	2.8	O=C(NCC(c1ccc(F)cc1)N1CCOCC1)c1ccco1 (stereo unspecified)	98.0	-3.0
-0.6	13.0	-1.6	-0.6	2.8	5.4	-0.1	4.0	CCc1ccc(NC(=O)CSc2nnc(COc3ccc4c(c3)CCCC4)o2)cc1	104.0	0.0
-10.4	-11.2	-2.4	-0.8	0.2	-7.1	0.0	6.4	CCC1CN(C(=O)NCc2ccc(C)cc2)c2cc(Cl)ccc2O1 (stereo unspecified)	97.0	4.8
-4.7	1.1	-1.5	0.9	-7.3	2.5	0.0	17.4	Cc1ccc(Cl)cc1N1CCN(C(=O)c2ccc3nc[nH]c3c2)CC1	99.0	-1.2
-2.2	-4.2	-0.3	0.3	-11.5	3.3	0.2	20.4	COc1cc2c(cc1NC(=O)COC(=O)[C@@H](NC(=O)c1ccccc1)C(C)C)oc1ccccc12	95.0	-0.7
-0.5	-10.0	-2.1	2.8	-9.1	-10.0	0.7	4.3	COc1ccc(S(=O)(=O)N2CCCC(C(=O)N3CCN(c4ccccc4)CC3)C2)cc1Cl (stereo unspecified)	90.0	0.9
1.2	3.1	-2.2	1.5	2.4	-1.7	0.2	2.6	O=C(NCc1ccc(F)cc1)C1CCC(=O)N1C1CCCCC1 (stereo unspecified)	92.0	-1.8
-5.5	3.8	-0.1	-2.2	-1.6	6.8	-0.3	7.8	Cn1c(C(=O)N2CCCC(C(=O)c3ccc(C(F)(F)F)cc3)C2)cc(=O)n(C)c1=O (stereo unspecified)	94.0	-1.6
6.7	2.4	3.0	-0.7	-2.7	1.1	0.2	-4.0	COC(=O)c1ccc(NC(=O)C2CCCN(S(=O)(=O)c3cnc[nH]3)C2)cc1 (stereo unspecified)	100.0	-0.5
-4.4	-14.6	1.3	1.9	0.2	-0.1	-0.1	3.8	Nc1cccc(NC(=O)CN2CCOCC2)c1	101.0	-1.0
-2.7	2.0	3.8	-3.1	-5.2	-2.5	-0.1	8.2	CCOC(=O)C1(P(=O)(c2ccccc2)c2ccccc2)CCC1	95.0	1.7
-2.3	1.5	1.2	-5.6	-0.1	-2.7	-0.8	4.3	Nc1cc(=O)[nH]c(SCC(=O)N2CCN(S(=O)(=O)c3ccc4ccccc4c3)CC2)n1	101.0	3.4
-6.7	-4.6	-4.9	3.5	/	24.9	1.0	23.2	COc1ccc(-c2oc3ncn(Cc4ccco4)c(=N)c3c2-c2ccc(OC)cc2)cc1	98.0	1.3
-2.9	-3.1	-3.3	17.3	-2.5	78.8*	0.0	1.8	Cc1ccc(Oc2nc3ccccn3c(=O)c2/C=C(\C#N)C(=O)NC2CCS(=O)(=O)C2)c(C)c1 (stereo unspecified)	101.0	0.5
-11.8	0.1	1.7	-1.8	14.2	0.0	0.1	-2.7	CN(C)S(=O)(=O)c1cccc(NC(=O)CNCC2CCCCC2)c1	98.0	-1.1

TLR9-MyD88 inh	NOD2 RIPK2 PPI	Glyco luc inh	ABHD5-PLIN5 inh	Vif inh	Exocytosis inh	aDG glyco act	MC4R antag cAMP	Compound	ABCB6 inh 2	MC4R barr agon
-0.6	-0.1	-1.1	0.8	-8.1	2.2	-0.3	-1.6	CC1=NN(c2ccccc2)C(=O)/C1=C/c1c(O)n(-c2ccc(F)cc2)[nH]c1=O	97.0	-2.7
-3.5	-7.1	1.3	2.0	-25.4	2.7	0.1	2.7	O=C(COC(=O)c1cccc(NS(=O)(=O)c2ccc(F)c(F)c2)c1)NC(=O)NC1CCCC1	97.0	1.8
3.1	-3.7	0.7	3.6	-0.4	-1.8	0.0	5.7	O=C(Nc1cccnc1)c1ccc(F)c(S(=O)(=O)N2CCOCC2)c1	101.0	-0.8
2.1	2.0	0.4	3.2	17.0	1.4	-0.1	9.0	CC(Sc1nnc(C(C)N(C)C)n1-c1ccc(Cl)cc1)C(=O)Nc1ccc2c(c1)OCO2 (stereo unspecified)	98.0	-1.2
-0.3	0.5	-6.5	3.7	6.3	-0.3	1.5	8.0	COc1ccc(N2CCN(C(=O)CSc3ncccc3-c3nc4ccccc4[nH]3)CC2)cc1	128.0	0.1
-5.8	1.6	-0.4	-3.2	2.2	-2.0	0.4	6.2	ClC1(Cl)CC1Cn1cnc2ccccc21 (stereo unspecified)	102.0	0.8
1.9	0.8	0.7	3.9	-2.5	-5.7	0.9	21.0	O=c1c2cc(Br)ccc2[nH]c(=S)n1Cc1cccnc1	99.0	0.8
-0.4	-2.1	1.3	1.6	-1.0	-3.2	-0.2	0.6	COc1cccc(CN2CC(C(=O)NCCc3nccs3)CCC2=O)c1 (stereo unspecified)	101.0	0.3
7.5	3.7	-2.7	7.9	-14.0	0.6	0.0	-0.1	COc1ccc(C2(O)CCN(CC(=O)Nc3nc(-c4ccccc4)cs3)CC2)cc1	92.0	-1.1
5.9	27.8*	7.9	20.4	10.0	9.3	-0.1	-26.4	COc1ccc(-c2cc(C#N)nc(Cl)n2)cc1	107.0	-3.8
-2.6	7.4	2.8	-10.8	-1.4	-18.1	-0.3	9.8	Cc1ccc(C(=O)NC2CC(=O)N(c3ccc4c(c3)OCCO4)C2)cc1[N+](=O)[O-] (stereo unspecified)	102.0	-1.4
-6.3	-5.5	1.3	0.7	-12.1	0.5	-0.2	20.3	COC(=O)COc1nsnc1N1CCOCC1	100.0	1.2
-1.0	-1.6	0.5	3.5	-1.6	-2.6	0.1	7.3	CCOc1ccccc1N(CC(=O)Nc1ccc2c(c1)OCCO2)S(C)(=O)=O	105.0	-0.1
-0.1	-7.1	-0.6	-1.6	-1.1	-1.1	0.2	9.3	N#Cc1cccc(C(c2nnnn2Cc2ccccc2)N2CCCC2)c1 (stereo unspecified)	89.0	-1.1
3.3	-5.0	2.4	-5.7	-1.1	1.7	-0.1	2.2	CC(=O)NC(CCS(C)(=O)=O)C(=O)Nc1cccc(C)c1C (stereo unspecified)	98.0	-0.7

TLR9-MyD88 inh	NOD2 RIPK2 PPI	Glyco luc inh	ABHD5-PLIN5 inh	Vif inh	Exocytosis inh	aDG glyco act	MC4R antag cAMP	Compound	ABCB6 inh 2	MC4R barr agon
0.7	11.5	-2.8	-0.6	0.2	96.2*	0.1	5.3	Cc1cc(-c2csc3ncnc(N4CCN(C)CC4)c23)cc(C)c1C	93.0	-0.8
0.2	-5.5	13.1	-5.2	7.0	-10.7	0.0	3.0	CCN(CC(=O)NCc1ccc(F)cc1)C(=O)/C=C/c1ccc(S(=O)(=O)N(CC)CC)cc1	97.0	-1.6
1.9	-3.2	-4.2	-2.1	-5.9	-4.5	0.1	10.3	CC1=C(C(=O)OC(C)(C)C)C(c2cccc3ccccc23)NC(=O)N1 (stereo unspecified)	98.0	1.3
-1.5	2.7	1.8	2.4	-1.4	-0.7	0.6	-4.1	COc1cc(C(=O)N(Cc2ccc(F)cc2)C2CCS(=O)(=O)C2)cc(OC)c1OC (stereo unspecified)	96.0	-1.1
1.9	-3.2	2.4	3.6	9.4	1.0	-0.2	3.1	N#Cc1c(SCC(=O)Nc2cccc(F)c2)sc2c(O)cc(=O)[nH]c12	101.0	0.8
-1.5	-12.5	2.3	3.4	3.3	-2.6	0.0	5.4	Cc1nc2ccc(S(=O)(=O)NCC(=O)N3CCc4ccccc43)cc2s1	103.0	0.0
8.2	-7.9	0.2	3.1	-2.8	-3.1	-0.5	21.5	CCOc1cc2c(cc1/C=C(/C#N)c1ccc(C(=O)O)cc1)OCO2	101.0	-3.0
9.4	-4.6	1.6	7.4	8.3	0.8	-0.2	9.4	Cc1cc(OC(=O)c2cc([N+](=O)[O-])ccc2Cl)c([N+](=O)[O-])c(=O)[nH]1	101.0	1.1
-8.9	-8.0	-0.9	6.0	-10.1	1.6	1.5	1.9	Cc1cccc(NC(=O)C2CCN(S(=O)(=O)c3c(C)nn(C)c3C)CC2)n1	96.0	1.0
1.6	3.3	1.0	15.5	i	2.3	-0.2	8.8	Nc1[nH]c2cc([N+](=O)[O-])ccc2c1-c1ccccn1	166.0	-2.7
7.0	-10.3	0.2	5.2	6.4	7.2	0.8	12.7	Cc1ccc(NC(=S)N(CCCN2CCN(C)CC2)Cc2cccs2)cc1	103.0	-3.1

# Compound activity as filed in PubChem BioAssay.
